# Source: PubChem (Sanford-Burnham Center for Chemical Genomics)
# mIAP inh: inhibitors of mouse IAP, primary screen, biochemical, luminescence, uHTS | 0.2% of 330,000 active | inhibition, % at 10 µM | purified mouse IAP, CDP-Star luminescence, 30 min | intestinal alkaline phosphatase [Mus musculus];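 active = inhibition of at least 40% at 10 µM in the primary screen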;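 note: plate controls were DMSO with enzyme for no effect and no enzyme wells for full effect; values of inactives mirror those of a sister screen read the other way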
# hIAP block: human IAP inhibitors, primary screen, biochemical, luminescence, uHTS | 0.12% of 330,000 active | Intestinal-type alkaline phosphatase (Homo sapiens), P09923 | AID 2544, 2010 | inhibition, % at 10 µM | purified IAP, CDP-Star luminescence, 30 min;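 active = inhibition reaching a set limit with compound at 10 µM in the primary screen, cut at about 35% in these data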;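 note: plate controls were DMSO wells with enzyme for no effect and no-enzyme buffer wells for full effect; values of inactives mirror those of a sister screen read the other way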
# Target sequence (P09923 whole entry, looked up): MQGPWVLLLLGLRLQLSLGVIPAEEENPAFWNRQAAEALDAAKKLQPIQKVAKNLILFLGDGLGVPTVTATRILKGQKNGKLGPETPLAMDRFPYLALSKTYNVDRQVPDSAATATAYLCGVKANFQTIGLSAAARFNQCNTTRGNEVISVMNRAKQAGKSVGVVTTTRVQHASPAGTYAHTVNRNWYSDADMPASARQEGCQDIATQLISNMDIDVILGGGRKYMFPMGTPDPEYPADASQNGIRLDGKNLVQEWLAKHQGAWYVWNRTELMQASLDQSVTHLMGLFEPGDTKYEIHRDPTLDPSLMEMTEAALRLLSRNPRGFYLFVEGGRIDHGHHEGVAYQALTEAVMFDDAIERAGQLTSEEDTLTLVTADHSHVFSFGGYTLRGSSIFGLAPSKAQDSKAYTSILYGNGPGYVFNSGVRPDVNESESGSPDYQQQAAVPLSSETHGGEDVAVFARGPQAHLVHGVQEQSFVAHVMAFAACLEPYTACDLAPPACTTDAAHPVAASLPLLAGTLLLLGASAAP
# mIAP act: activators of mouse IAP, primary screen, biochemical, luminescence, uHTS. muIAP, CDP-Star luminescence, 30 min; stronger effect = higher value; 1 = vehicle-only enzyme signal, 0 = enzyme-free wells. AID 2805, 2010. 0.24% of 330,000 active. activation factor at 10 µM. intestinal alkaline phosphatase [Mus musculus];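 active = activation factor of at least 2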; note: the source names both 10 and 20 µM as test concentration; values of inactives mirror those of a sister screen read the other way
#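 Assay system: mouse IAP enzyme; Reagent: CDP-Star chemiluminescent phosphatase substrate; Compound: DMSO-dissolved test compounds; Incubation: 30 min, room temperature; Technique: luminescence from enzymatic CDP-Star hydrolysis; Controls: DMSO-only wells and no-enzyme negative control.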
# hIAP act: human IAP activators, primary screen, biochemical, luminescence, uHTS | purified human IAP, CDP-Star luminescence, 30 min; stronger effect = higher value; 1 = vehicle-only enzyme, 0 = enzyme-free background | activation factor at 10 µM | 0.16% of 330,000 active | AID 2524, 2010;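 active = activation factor of the enzyme at least 2-fold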; note: the source names both 10 and 20 µM as test concentration; values of inactives mirror those of a sister screen read the other way
# PfG6PD inh: PfG6PD enzyme inhibitors, primary screen, biochemical, fluorescence intensity, uHTS. 0.78% of 350,000 active. PfGluPho enzyme, NADPH resazurin-diaphorase fluorescence. AID 504690, 2011. inhibition, % at 20 µM. glucose-6-phosphate dehydrogenase-6-phosphogluconolactonase (Plasmodium falciparum 3D7);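 active = inhibition reaching at least a set limit at 20 µM in the primary screen, cut at about 59% in these data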;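 note: 0% = DMSO wells with substrate and 100% = DMSO wells lacking glucose-6-phosphate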
# A3A deaminase: APOBEC3A ssDNA deaminase inhibitors, primary screen, selectivity assay for APOBEC3G inhibitor project, biochemical, FAM/TAMRA oligo cleavage fluorescence. 0.41% of 330,000 active. DNA dC->dU-editing enzyme APOBEC-3A (Homo sapiens), P31941. inhibition, % at 20 µM. recombinant A3A, FAM/TAMRA ssDNA deamination fluorescence;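 active = at least 40% inhibition at 20 µM here, with at most 30% in a related deaminase screen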;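 note: plate controls were A3A with DMSO for no effect and wells lacking A3A enzyme for full effect; some results filed as inactive read as strong as hits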
# Target sequence (P31941 whole entry, looked up): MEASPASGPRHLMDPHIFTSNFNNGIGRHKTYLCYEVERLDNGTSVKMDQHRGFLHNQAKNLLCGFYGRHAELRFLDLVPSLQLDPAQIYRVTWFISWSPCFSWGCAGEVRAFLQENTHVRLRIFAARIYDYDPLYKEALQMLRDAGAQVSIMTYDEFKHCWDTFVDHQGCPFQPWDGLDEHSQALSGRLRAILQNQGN
# HKDC1 inh: HKDC1 hexokinase inhibitors, primary screen, biochemical, fluorescence, uHTS; inhibition, % at 20 µM; recombinant HKDC1, G6PDH/diaphorase resazurin coupled fluorescence; Q2TB90; 0.16% of 340,000 active; AID 493160, 2011;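 active = inhibition above about 35% when tested at 20 µM, limit read from the data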;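 note: plate controls were DMSO wells with enzyme for no effect and DMSO wells lacking enzyme for full effect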
#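 Test system: Recombinant HKDC1 (HK5) hexokinase enzyme, produced in-house | Input: HKDC1 at 5 µg/mL | Buffer or medium: Tris pH 8.0 buffer with MgCl2, Tween-20, BSA, BME | Schedule: 90 min reaction incubation at room temperature, dark | Technique: Resazurin-to-resorufin fluorescence via G6PDH and diaphorase coupling, 525/613 nm | Controls: DMSO wells with and without enzyme mix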
# ATG4B inhibitor: ATG4B protease inhibitors, primary screen, biochemical, fluorescence, uHTS. Cysteine protease ATG4B (Homo sapiens), Q9Y4P1. ATG4B cleavage of LC3-PLA2, NBD-HPC fluorescence, 1 h. inhibition, % at 8.33 µM. 0.51% of 340,000 active; in the data active = inhibition above about 40%
# Target sequence (Q9Y4P1 whole entry, looked up): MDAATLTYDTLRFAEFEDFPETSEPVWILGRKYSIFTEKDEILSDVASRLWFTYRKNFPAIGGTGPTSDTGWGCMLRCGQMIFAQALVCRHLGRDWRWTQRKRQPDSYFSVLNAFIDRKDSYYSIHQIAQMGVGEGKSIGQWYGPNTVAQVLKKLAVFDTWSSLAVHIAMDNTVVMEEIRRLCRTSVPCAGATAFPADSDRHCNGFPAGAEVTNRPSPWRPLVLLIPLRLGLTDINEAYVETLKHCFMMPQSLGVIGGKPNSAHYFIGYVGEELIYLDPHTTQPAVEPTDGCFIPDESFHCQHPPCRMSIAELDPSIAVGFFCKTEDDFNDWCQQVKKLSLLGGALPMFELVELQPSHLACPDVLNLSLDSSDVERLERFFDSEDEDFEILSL
# Active calls of the source: *; nt = not tested or not shown; & = joins results of further samples.
SMILES,mIAP inh,hIAP block,mIAP act,hIAP act,PfG6PD inh,A3A deaminase,HKDC1 inh,ATG4B inhibitor
CCNC(=S)Nc1cccc(F)c1C,4,5,0.96,0.95,15,-2,-6,-9
CCOC(=O)C1CCCN(C(=O)c2cccc(S(=O)(=O)N3CCCC3)c2)C1 (configuration not stated),5,4,0.95,0.96,-2,-2,-5,2
COc1ccc(OCCOC(=O)c2ccc(F)c(S(=O)(=O)N3CCOCC3)c2)cc1,-4,-3,1,1,-11,-1,-2,-5
Cc1c(Cl)c([N+](=O)[O-])nn1CC(=O)NC(C)c1ccccc1 (configuration not stated),5,-10,0.95,1.1,-3,-6,-2,0
NCCCC[C@H](NC(=O)C1CCNCC1)c1nnc(CN)o1,-8,-33,1.1,1.3,nt,0,nt,nt
COc1ccc(F)cc1S(=O)(=O)N1CCCCC1,2,8,0.98,0.92,-10,2,-6,-4
Cc1cc(C)c([N+](=O)[O-])cc1-c1ccc(/C=N/c2c(-c3ccco3)nc3ccccn23)o1,18,-13,0.82,1.1,7,4,7,-1
CC(C)CCNC(=O)C1CC(=O)N(CCc2ccccc2)C1 (configuration not stated),-4,-10,1,1.1,-9,0,-2,11
O=C(CSc1nc2ccccc2o1)N/N=C/c1ccccc1,-2,13,1,0.87,69*,1,-6,2
Cc1ccccc1NC(=O)Cc1nc(COC(=O)CCc2ccccc2)cs1,7,-14,0.93,1.1,0,1,-1,-5
COc1ccc(C2/C(=C(\O)c3ccc4c(c3)CC(C)O4)C(=O)C(=O)N2Cc2cccnc2)c(OC)c1 (configuration not stated),1,7,0.99,0.93,-9,-5,1,-5
CCOC(=O)c1cc(NC(=O)c2ccco2)ccc1N1CCOCC1,-12,-3,1.1,1,-9,-4,5,5
O=C(COC(=O)c1c2c(nc3ccccc13)CCN(Cc1ccccc1)C2)Nc1c(F)cccc1F,-1,4,1,0.96,-47,2,-8,15
O=C(O)Cn1c(-c2ccccn2)nc2ccccc21,8,14,0.92,0.85,-15,-4,0,4
CN1CCN(S(=O)(=O)c2ccc(Oc3ccc(Br)cc3F)nc2)CC1,0,10,1,0.9,-1,2,-7,3
Cc1c(CC(=O)O)c(=O)oc2cc(OCc3ccc(Cl)cc3)ccc12,-3,-14,1,1.1,-24,-2,-5,3
O=C(c1ccco1)N1CCN(c2cc(=O)n(C3CCCCC3)c(=O)[nH]2)CC1,-6,-11,1.1,1.1,-1,-20,-5,-1
COc1ccc(NC(=O)CN(C)C(=O)c2cc(-c3ccc(OC)cc3)nc3ccccc23)cc1,2,-30,0.98,1.3,8,-4,-1,-14
COc1ccc(CN2CNc3nc4ccccc4n3C2)cc1,-2,-21,1,1.2,-3,-5,-4,-9
O=S(=O)(c1ccc(Br)cc1)N1CCn2c(nc3ccccc32)C1,5,16,0.95,0.84,9,-2,1,-14
CNc1nc(-c2ccccc2)cc(-c2ccccc2)n1,-3,22,1,0.78,3,-8,3,11
COc1cccc(C=Nc2cccnc2)c1O,1,4,0.99,0.96,nt,-6,nt,nt
CC(=O)Nc1ccc(S(=O)(=O)N2CCN(c3cc(C)nc4ncnn34)CC2)cc1,-10,-17,1.1,1.2,-2,-4,1,-2
Fc1ccccc1NC(=S)NCc1ccc(Cl)cc1,-51,-12,1.5,1.1,-11,-8,-2,9
COCCNC(=O)c1ccccc1-c1nc(-c2ccccc2Cl)no1,-12,-6,1.1,1.1,-3,-1,-2,9
# (next part)
SMILES,mIAP inh,hIAP block,mIAP act,hIAP act,PfG6PD inh,A3A deaminase,HKDC1 inh,ATG4B inhibitor
O=C1C(Cl)=C(NCC2CCCO2)C(=O)N1c1cccc(Cl)c1Cl (configuration not stated),-6,-11,1.1,1.1,7,-2,-4,-2
COc1ccc(CN2CCN(Cc3ccc(C)cc3)C(CCO)C2)cc1OC (configuration not stated),-4,-3,1,1,3,1,2,3
Cc1cc(C)c2nc(/N=C(\N)NC(=O)Nc3ccccc3)nc(C)c2c1,5,12,0.95,0.88,4,6,-6,-19
O=C(CC1S/C(=N\S(=O)(=O)c2ccccc2)N(c2ccccc2)C1=O)Nc1ccc(F)cc1 (configuration not stated),2,4,0.98,0.96,-6,-1,-8,18
CN(C(=O)COC(=O)c1cccc(NS(=O)(=O)c2ccc(F)c(F)c2)c1)C1CCS(=O)(=O)C1 (configuration not stated),-2,-6,1,1.1,-14,3,8,0
CN(C)c1ccc(-c2nnc(-c3cccnc3)o2)cc1,-1,-19,1,1.2,3,0,0,-2
COc1cccc(NC(=S)N2CCN(S(C)(=O)=O)CC2)c1,1,-2,0.99,1,2,-2,-3,-3
CC1C(=O)N2CCCc3cc(S(=O)(=O)N(C)Cc4ccccc4)cc1c32 (configuration not stated),5,3,0.95,0.97,-25,-5,-2,0
O=S(=O)(c1cccc2cccnc12)N1CCN(c2ccccn2)CC1,4,-7,0.96,1.1,-13,1,-1,2
C#CCOc1ccc(/C=C2/C(=O)ON=C2C)cc1Cl,-3,-3,1,1,4,-4,2,-1
O=C(COc1cccc2ccccc12)N1CCN(c2ccccn2)CC1,-11,-18,1.1,1.2,-5,-2,2,-8
COc1ccc(C(=O)OC(C)C(=O)NCC2CCCCC2)cc1S(=O)(=O)N1CCOCC1 (configuration not stated),6,8,0.94,0.92,0,-3,-3,-18
COC(=O)c1cc2c(C)c(C)c3ccccn3c-2c1C(=O)OC,5,13,0.95,0.87,19,-2,3,0
CC(=O)N1CCc2cc(S(=O)(=O)CCC(=O)Nc3ccc4c(c3)OCCO4)ccc21,-3,6,1,0.94,5,4,-1,-8
O=C(NCCc1c[nH]c2ccc(Cl)cc12)c1ccc([N+](=O)[O-])cc1,-5,12,1.1,0.88,-4,2,1,-1
COc1ccc(NC(=O)CC(NCCc2ccccc2)C(=O)O)c(OC)c1 (configuration not stated),2,2,0.98,0.97,-16,2,-4,-1
COc1cccc2c1OCC/C2=N\NC(=O)C(C)Oc1ccc([N+](=O)[O-])cc1 (configuration not stated),3,2,0.97,0.97,2,0,6,-8
C#CCOCCOCCOCCNc1nc(N2CCN(C(=O)[C@H](CCC(=O)O)n3cc(C(N)CC(C)C)nn3)CC2)nc(N2CCN(C(=O)[C@H](Cc3ccc(O)cc3)n3cc(C(N)CC(C)C)nn3)CC2)n1 (some centres not stated),0,-3,1,1,6,-2,-9,-4
CCOc1cc(C(=O)OCc2ccc([N+](=O)[O-])cc2)ccc1OCC(=O)N1CCOCC1,4,12,0.96,0.88,10,8,-3,0
CC1CCc2nn(CC(=O)NCCC3=CCCCC3)cc2C1 (configuration not stated),-2,15,1,0.85,6,1,-7,-9
CCOC(=O)C1CCCN(CCC(=O)Nc2ccccc2C)C1 (configuration not stated),3,9,0.97,0.91,-1,3,-10,-7
CCCc1ccc(C(=O)NNc2cccc(C)c2)cc1,-10,-15,1.1,1.2,3,-3,3,2
COc1cc(-c2cc(=O)c3c(O)c(OC)c(OC)c(O)c3o2)ccc1O,36,-10,0.64,1.1,88*,9,4,-12
CCN(CC)C(=O)CSc1nc2ncccc2[nH]1,0,4,1,0.96,-9,4,-6,-4
Cc1ccc(OCCNC(=O)c2ccccc2F)cc1,-3,-12,1,1.1,9,-1,-5,8

# 4 entries out of the list, sorted by molecular weight, largest number first.
SMILES,mIAP inh,hIAP block,mIAP act,hIAP act,PfG6PD inh,A3A deaminase,HKDC1 inh,ATG4B inhibitor
C#CCOCCOCCOCCNc1nc(N2CCN(C(=O)[C@H](CCC(=O)O)n3cc(C(N)CC(C)C)nn3)CC2)nc(N2CCN(C(=O)[C@H](Cc3ccc(O)cc3)n3cc(C(N)CC(C)C)nn3)CC2)n1 (some centres not stated),0,-3,1,1,6,-2,-9,-4
O=C(NCCc1c[nH]c2ccc(Cl)cc12)c1ccc([N+](=O)[O-])cc1,-5,12,1.1,0.88,-4,2,1,-1
COc1cccc(NC(=S)N2CCN(S(C)(=O)=O)CC2)c1,1,-2,0.99,1,2,-2,-3,-3
COC(=O)c1cc2c(C)c(C)c3ccccn3c-2c1C(=O)OC,5,13,0.95,0.87,19,-2,3,0

# More results:
SMILES,mIAP inh,hIAP block,mIAP act,hIAP act,PfG6PD inh,A3A deaminase,HKDC1 inh,ATG4B inhibitor
COC(=O)c1ccc(N2CCN(S(=O)(=O)c3ccccc3)CC2)c([N+](=O)[O-])c1,8,22,0.92,0.78,11,3,4,-18
COC(=O)c1nnn(-c2nonc2N)c1CSc1nc2ccccc2o1,6,-227,0.94,3.3*,6,-4,-1,-9
CC1(c2cc(C(F)(F)F)n3nc(C(=O)O)cc3n2)CC1,-10,10,1.1,0.91,-21,1,-6,8
CCN1CCC(NC(=O)Nc2cccc(C(F)(F)F)c2)CC1,-4,1,1,0.99,13,-3,-14,-4
O=C(N/C(=C\c1ccc2c(c1)OCO2)C(=O)N1CCOCC1)c1cccs1,-4,9,1,0.91,-20,1,8,6
CN1CCCC(OC(=O)c2ccccc2F)C1 (configuration not stated),2,7,0.98,0.93,-13,-4,5,4
C=CCn1c(SCC(=O)NC(=O)NC)nnc1C1CCCCC1,-4,12,1,0.88,4,4,-1,-3
Cc1c(NC(=O)COc2ccc3ccccc3c2)c(=O)n(-c2ccccc2)n1C,-11,-14,1.1,1.1,0,5,-6,-7
Cc1ccc(NC2CCCN(C(=O)CCC3(C)CC3)C2)cc1C (configuration not stated),4,9,0.96,0.91,11,-4,4,34
CCOc1ccccc1N(CC(=O)Nc1ccccc1C(=O)N1CCOCC1)S(C)(=O)=O,13,-36,0.87,1.4,-9,4,-4,2
N#CCCC12CCCCC1=Nc1ccccc12 (configuration not stated),-5,-6,1,1.1,10,2,4,-6
C=CCn1c(=S)[nH]c2scc(-c3ccc(C)o3)c2c1=O,13,-1,0.87,1,0,1,-4,-8
Cn1nccc1C(=O)NCCN1C(=O)OC(C)(C)C1(C)O (configuration not stated),-4,2,1,0.97,-1,1,-5,1
CC(=O)Nc1cc(NC(C)=O)c(N=Nc2ccccc2)cc1C,0,17,1,0.83,-3,0,-4,4
CCOC(=O)c1cnc(Nc2nc3ccccc3o2)nc1C,8,8,0.92,0.92,6,-2,1,-1
Cc1cccc(NC(=O)NNC(=O)COc2ccc([N+](=O)[O-])cc2)c1C,16,-25,0.84,1.2,-11,0,-9,11
O=C(COc1ccc(F)cc1)Nc1ccc(-n2cnnn2)cc1,9,15,0.91,0.85,3,-2,-4,-15
COC(=O)c1sc(NC(=O)c2oc3ccccc3c2C)nc1C,-3,0,1,1,-3,-1,-7,-11
CCN1C[C@@H]2[C@@H]3C(=O)N(Cc4ccccc4)C(=O)[C@@H]3[C@](CC)(C1=O)N2C(=O)c1ccc(C(F)(F)F)cc1,12,2,0.88,0.98,2,-4,-1,-5
CCOC(=O)c1[nH]c(C)c(CCC(=O)O)c1C,4&-2,-15&14,0.96&1,1.2&0.86,8&-16,-1&-3,-6&7,0&1
COc1cc(CCC(=O)OCc2ccccc2C#N)cc(OC)c1OC,-3,-6,1,1.1,-4,-2,-6,-1
COc1cccc(-c2nnc(SCc3ccc(C#N)cc3)n2Cc2ccco2)c1,-4,-7,1,1.1,19,-7,-3,-3

# Hits appear at their usual frequency (roughly 2.4% active in at least one column).
